# GLP-1R agonist = qHTS of GLP-1 Receptor Agonists | Glucagon-like peptide 1 receptor (Homo sapiens), P43220 | HEK293 GLP-1R CRE-luciferase, luminescence, 4-6 h; cells express a hypersensitive GLP-1R form | Potency, µM (top dose mostly 45.6 µM), inactives show at the highest dose activation, usual class: activators | hit rate 0.007% among 380,000 | AID 624172, 2012; note: potency is the fitted concentration of half-maximal effect; % of control where 0% means no effect
# Target sequence (P43220 whole entry, looked up): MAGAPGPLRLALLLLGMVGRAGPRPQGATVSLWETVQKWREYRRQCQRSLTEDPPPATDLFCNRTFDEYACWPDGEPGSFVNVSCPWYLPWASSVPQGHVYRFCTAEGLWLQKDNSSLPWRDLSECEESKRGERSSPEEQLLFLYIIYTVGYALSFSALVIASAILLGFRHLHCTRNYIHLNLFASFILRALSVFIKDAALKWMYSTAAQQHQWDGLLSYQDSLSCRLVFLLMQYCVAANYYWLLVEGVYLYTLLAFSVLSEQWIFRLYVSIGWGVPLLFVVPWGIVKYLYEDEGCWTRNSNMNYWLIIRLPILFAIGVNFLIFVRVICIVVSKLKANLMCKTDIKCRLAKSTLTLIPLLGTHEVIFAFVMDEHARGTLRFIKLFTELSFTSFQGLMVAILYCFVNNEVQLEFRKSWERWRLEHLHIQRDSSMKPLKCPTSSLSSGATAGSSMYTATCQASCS
# IL2 activator = qHTS of IL-2 Activators; IL-2 activation reporter assay, cell-based qHTS; stimulated with anti-CD3/CD4/CD28 beads; in transgenic mouse T cells; hit rate 0.065% among 360,000; activation, % (series mostly up to about 46 µM); AID 652025, 2013; in the data active = activation above about 50%; inconclusive = mostly about 30% to 49%; note: 0% is about no effect
#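 Unstimulated transgenic mouse T cells; 60-min compound exposure; bead-based TCR/CD4/CD28 stimulation; 18 h culture, 37 degrees C; dual fluorescence (EGFP, DsRed) plate cytometry.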
# GLP1R inv ag = qHTS of GLP-1 Receptor Inverse Agonists (Inhibition Mode) | Glucagon-like peptide 1 receptor (Homo sapiens), P43220 | HEK293 GLP-1R CRE-luciferase, luminescence, 24 h; GLP-1R form is constitutively active | Potency, µM (highest dose often 38.3 µM), for inactives: at the highest dose activity change, negative = inhibition, usual class: inhibitors | hit rate 1.6% among 410,000; note: potency is the fitted concentration of half-maximal effect; % is set by controls: 0 for no effect and ±100 for the full control effect; nearly all actives have a fitted effect of over 55% in size
#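 Readout was luciferase luminescence, measured 12 min after detection reagent at room temperature. Beforehand, GLP-1R reporter HEK293 cells had sat 12 h, then received compounds for 24 hr at 37 deg C.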
# D3 ag = qHTS of D3 Dopamine Receptor Agonist: qHTS; D3R DiscoveRx beta-arrestin cells, luminescence, 90 min; max activation, %; hit rate 0.58% among 410,000; AID 652048, 2013; in the data active = max activation above about 30%; note: 0% is about no effect; mostly tested at two doses, the higher about 12 µM
# Target sequence (P35462 whole entry, looked up): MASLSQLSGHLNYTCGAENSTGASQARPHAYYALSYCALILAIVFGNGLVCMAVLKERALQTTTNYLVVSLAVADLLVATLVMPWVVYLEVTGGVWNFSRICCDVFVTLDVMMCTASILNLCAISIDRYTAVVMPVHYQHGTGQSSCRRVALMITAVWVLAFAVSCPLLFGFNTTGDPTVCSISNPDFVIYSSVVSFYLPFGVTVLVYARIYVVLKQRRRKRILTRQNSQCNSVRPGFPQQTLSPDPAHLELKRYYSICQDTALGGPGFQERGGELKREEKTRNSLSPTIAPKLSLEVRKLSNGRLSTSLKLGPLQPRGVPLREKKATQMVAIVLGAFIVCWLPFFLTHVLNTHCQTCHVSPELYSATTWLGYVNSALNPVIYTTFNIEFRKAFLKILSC
#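 Agonist mode: compounds and dopamine controls were applied to plated cells for 90 min at 37 degrees C after an overnight attachment at 1500 cells/well. Luminescent read-out followed 30 - 60 minutes at room temperature with DiscoveRx detection reagent.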
# DRD3 antagonist = qHTS of D3 Dopamine Receptor Antagonist: qHTS; D(3) dopamine receptor (Homo sapiens), P35462; D3R cells, DiscoveRx beta-arrestin luminescence, antagonist mode; active compounds read low; max response, negative = inhibition, %; hit rate 2.5% among 360,000; AID 652054, 2013; in the data active = max response below about -50%; inconclusive = no clear call, values can overlap the other calls; note: % is set by controls: 0 for no effect and ±100 for the full control effect; mostly tested at two doses, the higher about 12 µM
#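 Cells plated overnight at 1500 cells/well, then exposed to library compounds with dopamine controls for 90 minutes at 37 degrees C. DiscoveRx reagent added for 30–60 minutes at room temperature; luminescence read, quantitative HTS format.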
# PLK1 PBD block = qHTS for Inhibitors of PLK1-PDB (polo-like kinase 1 - polo-box domain): Primary Screen | Serine/threonine-protein kinase PLK1 (Homo sapiens), P53350 | Plk1 PBD binding of FITC phosphopeptide, fluorescence polarization | Potency, µM, inactives show max response, negative = inhibition, most hits filed as inhibitors | hit rate 2.8% among 360,000 | AID 720504, 2013; note: potency is the fitted concentration of half-maximal effect; series mostly up to about 57 µM; % is set by controls: 0 for no effect and ±100 for the full control effect; nearly all actives have a fitted effect of over 65% in size
# WRN inhibitor = qHTS for Inhibitors of WRN Helicase; WRN helicase unwinding, fluorescent forked duplex, kinetic; hit rate 0.46% among 360,000; Bifunctional 3'-5' exonuclease/ATP-dependent helicase WRN (Homo sapiens), Q14191; Potency, µM (top dose mostly 114 µM), inactives show at the top dose activity change, negative = inhibition, most hits filed as inhibitors; note: potency is the fitted concentration of half-maximal effect; % is set by controls: 0 for no effect and ±100 for the full control effect; nearly all actives have a fitted effect of over 55% in size
#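 WRN at 20 nM final preincubated with compound 15 min at room temperature; reaction started with 100 nM fluorophore/quencher forked duplex oligonucleotide and 2 mM ATP final. Unwinding followed kinetically by red fluorescence (ex 525, em 598 nm).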
# HEK293 tox = qHTS of GLP-1 Receptor Inverse Agonists: Cytotox Screen | HEK293 cAMP-luciferase reporter cells, luminescence, 24 h | Potency, µM (doses to about 38.3 µM), without a hit: at the highest dose activity change, negative = inhibition, hits mostly inhibitors | hit rate 0.13% among 410,000 | AID 624418, 2012;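 note: loss of luciferase light is scored as toxicity; potency is the fitted concentration of half-maximal effect; % is set by controls: 0 for no effect and ±100 for the full control effect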
#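 MLSMR compounds, 24 hr on cells at 37 deg C/5% CO2; luminescence after luciferase reagent (12 min RT). Inhibition counted as the undesired cytotoxic outcome.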
# PI5P4K alpha inh = qHTS for Inhibitors of phosphatidylinositol 5-phosphate 4-kinase (PI5P4K); PI5P4Kalpha enzyme, ADP-Glo luminescence, 60 min; active compounds read low; max response, %; hit rate 1.2% among 330,000; active = max response of -50% or lower; inconclusive = between -30% and -50%; inactive = -30% or higher; note: value at the top dose of about 77 µM; % is set by controls: 0 for no effect and ±100 for the full control effect
#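 ADP-Glo luminescence end-point after a 60 min room-temperature kinase reaction. PI5P4Kalpha and substrate in HEPES pH 7.4 buffer with EGTA, 0.1% CHAPS and 5% DMSO; ATP at 5 microM final.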
# Active calls of the source: *; ? = inconclusive; nt = not tested or not shown; [ ] = dose if it differs, or a comment. Unless noted, calls come from the whole dose curve; as a rule, active = well fitted curve in the direction sought with a large enough effect; inconclusive = small, poorly fitted or top-dose-only effect, or another doubt; inactive = no such curve, though single readings can be large; an effect the other way counts as inactive or inconclusive. Rows were taken by chance. Share with any hit: about 7.8%.
SMILES,GLP-1R agonist,IL2 activator,GLP1R inv ag,D3 ag,DRD3 antagonist,PLK1 PBD block,WRN inhibitor,HEK293 tox,PI5P4K alpha inh
NC(=O)COC(=O)c1ccccc1OCc1ccc(Cl)cc1,9%,-2.6,-1%,-1,-22,-16%,-25%,-3%,2
C[C@@H](C(=O)Nc1ccc2ccccc2c1)[C@@H]1C[C@@]1(C)[C@@H](NC(=O)c1ccccc1)c1ccccc1,3%,0.1,-6%,-14,0,-6%,-6%,3%,-2
CCC(=O)NN1CCN(c2ccncc2S(=O)(=O)N2CCCCC2)CC1,-1%,-0.3,10%,2,17,1%,6%,3%,7
Cc1ccc(S(=O)(=O)NC(=O)NCC2CCN(S(=O)(=O)c3ccccc3)CC2)cc1,2%,0.3,14%,-5,1,-9%,-1%,-7%,7
COc1ccc(C(=O)Nc2ccc(N3CCN(C(=O)c4ccccc4C)CC3)cc2)cc1,-8%,0.9,?,5,12,0%,-17%,-1%,8
CCCOc1ccc(C(=O)NCC2OCCc3ccccc32)cc1 (centres undefined),14%,nt,5%,-3,nt,nt,nt,6%,nt
Cn1c(O)c(N=NC(=O)CNC(=O)c2cccnc2)c2ccccc21,4%,-3.9,33%[activator],-5,2,-10%,0%,-2%,-9
CC(c1ccccc1)c1nnc(NC(=O)Nc2ccccc2)s1 (centres undefined),11%,-3.1,?,-18,-7,-9%,-6%,-15%,3
CCn1c(NC(=O)C2CCCCC2)nc2ccccc21,-9%,-0.3,?,-3,0,1%,1%,-33%,2
CN(Cc1ccccc1)c1oc(-c2ccco2)nc1C#N,24%,-0.9,-3%,-2,0,-8%,-6%,-9%,-5
CS(=O)(=O)c1ccc(C(=O)Nc2ccc(S(=O)(=O)N3CCCCC3)cc2)cc1,-4%,-3.5,2%,4,-1,3%,-1%,1%,9
COc1ccccc1/C=C1\SC(=O)N(CCC(=O)NNC(=O)c2ccccc2Cl)C1=O,1%,1.0,-1%,-9,-15,-5%,6%,7%,-1
COc1ccc(C(=O)N2CCC(n3c(C)nc4cc(F)ccc43)CC2)cc1,24%,-1.6,29%,-7,4,-1%,2%,-23%,-6
CCOC(=O)C1CCCN(S(=O)(=O)c2cc3c(cc2Cl)NC(=O)CO3)C1 (centres undefined),6%,0.0,14%,-2,-2,-9%,-6%,4%,-2
CC(=O)Nc1cccc(C(=O)Nc2ccc(S(=O)(=O)N3CCCCC3)cc2)c1,-3%,-5.3,-11%,0,-6,3%,-2%,-1%,-6
CC(c1ccccc1)n1c(-c2ccccc2F)n[nH]c1=S (centres undefined),3%,-0.6,-21%,-3,-20,-9%,2%,-16%,-10
CCCCn1c(N)c(N(CCOC)C(=O)c2ccc(N3C(=O)c4ccccc4C3=O)cc2)c(=O)[nH]c1=O,-4%,1.8,-3%,-8,-7,-7%,9%,9%,0
COc1ccc(Cn2cnc3c(NS(C)(=O)=O)c(C)c(C)cc32)cc1,-1%,-3.0,-10%,-1,-25,-9%,0%,-8%,2
CCOc1ccc(NC(=O)CSc2nc3cccnc3n2CC)cc1,4%,0.8,2%,1,18,-6%,8%[57.1 µM],-9%,-11
COc1ccc(/C=C2\Oc3cc(OCC(N)=O)ccc3C2=O)cc1OC,5%,-0.2,79%[activator],-3,15,-5%,-24%,14%,6
CCOC(=O)CSc1nc2ccc(N3CCOCC3)cc2c(=O)n1Cc1ccccc1,5%,-1.5,-28%,5,-6,-9%,-10%,-2%,-4
CC(=O)Nc1cccc2c1OCCO2,-5%,-3.2,-9%,2,13,2%,7%,0%,0
O=C(c1ccccc1)c1ccc(Cn2cc(CCCO)nn2)cc1,1%,-2.5,-6%,5,-21,1%,0%,-35%,-1
Cc1cccc(C(=O)NC(=S)Nc2ccc(S(=O)(=O)N3CCN(C)CC3)cc2)c1,-2%,0.7,?,0,-19,21µM*,-29%[57.1 µM],-11%,-10
Cc1ccc(CNC(=O)c2cc3c(=O)n(C)c4ccccc4c3n2C)o1,8%,-1.5,-1%,1,1,0%,0%,-19%,2
COCCN(C(=O)COC(=O)c1cnc(C)cn1)c1c(N)n(Cc2ccccc2)c(=O)[nH]c1=O,5%,-0.4,-10%,-13,-77*,3%,-9%,-3%,6
CCOC(=O)C1CCN(C(=O)c2cccs2)CC1,-5%,-2.2,10%,0,6,-8%,3%,0%,1
O=C(CNC(=O)C1CCCCC1)NC1=NCCS1,-12%,-0.8,0%,-9,-14,-6%,-4%,4%,nt
COc1ccc(OCc2nnc(SCC(=O)N3C(C)CCCC3C)o2)cc1 (centres undefined),23%,1.0,-25%,5,6,-1%,1%,2%,-1
N=C1/C(=C/c2cccn2Cc2ccc(F)cc2)C(=O)N=C2SC=CN12,-3%,17,12%,-8,10,-1%,-10%,-1%,?
CCNC(=O)CSc1nc(-c2ccccc2)cs1,2%,1.4,6%,1,-1,10%,-1%,1%,-2
Nc1nnc(Cc2c[nH]c3ccccc23)s1,-9%,-0.8,-2%,-3,12,-10%,0%,-1%,-12
CCN=C(Nc1cccc(F)c1)SC1CC(=O)N(c2ccc(OC)cc2)C1=O (centres undefined),4%,0.6,?,7,12,-4%,-4%,-31%,nt
CCC(=O)N1c2ccccc2NC2=C(C(=O)CCC2)C1c1ccccc1 (centres undefined),-2%,0.6,0%,0,-15,-6%,-4%,-1%,nt
CC1=Nc2cc(C(=O)N3CCCC3)ccc2Sc2c(C)ccc(C)c21,2%,-0.6,?,-16,-22,-3%,-9%,?,1
COc1ccc(N2CCN(C(c3cccs3)C(C)NC(=O)C(=O)N3CCOCC3)CC2)cc1 (centres undefined),-7%,-1.5,-16%,4,0,-3%,8%,-25%,-2
CCOc1ccc(CC(=O)Nc2cccc(-c3ccc4nnc(C)n4n3)c2)cc1,30%,-0.3,79%[activator],2,7,6%,11%,-14%,3
CCOC(=O)C1CCCN(CC(=O)Nc2c(C(=O)OC)[nH]c3ccc(Cl)cc23)C1 (centres undefined),6%,1.2,?,-12,21,-1%,-3%,-15%,1
C[C@H](NC(=O)c1ccco1)C(=O)OCC(=O)N1CC(=O)Nc2ccccc21,3%,-0.8,9%,2,14,0%,3%,-5%,1
COc1ccc(C(=O)OCC(=O)Nc2ccc(F)cc2F)cc1OC,26%,-0.6,15%,-1,22,-3%,-8%,5%,4
O=C(Cc1csc(Nc2nc(=S)[nH]c3ccccc23)n1)NCc1cccc(Cl)c1,3%,-1.1,2%,-9,?,-5%,-1%,-2%,nt
O=C(CNS(=O)(=O)c1ccc(Br)s1)NCCc1ccc(Cl)cc1,7%,0.1,-1%,-18,-28,-5%,3%,0%,1
COc1ccc(NS(=O)(=O)c2cc(NC(=O)c3cnc(C)cn3)ccc2N2CCCC2)cc1,-3%,0.3,?,15,1,-1%,-5%,-27%,-6
CN(C)S(=O)(=O)N1CCN(c2ccccc2Cl)CC1,-5%,0.1,8%,8,8,-5%,-14%,-9%,nt
COc1ccc(CC(=O)NCC(=O)Nc2ccccc2Br)cc1,4%,0.2,-21%,-14,-24,-7%,-10%,1%,2
COc1cccc(CC2(CO)CCN(Cc3cnc(-c4cccc(C)c4)nc3)CC2)c1,16%,-3.4,?,-6,33,4%,-7%,-4%,25
COc1ccc(Cl)cc1NC(=O)CN(C(=O)c1ccco1)C1CCCCC1,-3%,-1.5,10µM*,-7,-18,-9%,-6%,4%,3
COC(=O)c1[nH]c2cc(OC)ccc2c1N,-5%,0.5,16%,-1,-1,-1%,4%,-5%,-8
COc1ccccc1NC(=O)CCC(=O)Nc1nnc(C(F)(F)F)s1,-12%,-0.4,12%,-1,12,-2%,-5%,2%,nt
CC(C)CCN1CC(C(=O)NC(C)C)CC1=O (centres undefined),-3%,-1.2,3%,0,10,1%,-2%,11%,nt
C1CCC(n2nnnc2CN2CCN(C3CCCC3)CC2)CC1,-23%,-2.3,-6%,-11,-27,-14%,-28%[57.1 µM],49%[activator],-6
Cc1ccc(C(C(=O)NC2CCCCC2)N(C(=O)Cc2c[nH]c3ccccc23)c2ccccc2C)o1 (centres undefined),-3%,1.0,-20%,2,1,0%,-7%,-18%,2
CCOc1cc2[nH]c(=S)n(CCCOC)c(=O)c2cc1OCC,?,-1.3,2%,-4,18,-3%,-13%,21%,nt
CCOC(=O)C1=C(C)NC(SC)=NC1c1ccc(OC)cc1 (centres undefined),6%,2.2,-13%,0,-14,-20%,7%,-7%,-10
CCOC(=O)c1ccc(Nc2nnc3nc(C)cc(C)n23)cc1,-10%,0.6,1%,-15,5,-3%,-2%,-15%,2
CC(=O)c1cccc(N2C(=O)CC(N3CCN(S(=O)(=O)c4ccccc4F)CC3)C2=O)c1 (centres undefined),18%,0.0,9%,4,0,-14%,-8%,-2%,-7

# An excerpt from above, limited to WRN inhibitor and GLP1R inv ag:
Structure	WRN inhibitor	GLP1R inv ag
CC(C)CCN1CC(C(=O)NC(C)C)CC1=O (centres undefined)	-2%	3%
C1CCC(n2nnnc2CN2CCN(C3CCCC3)CC2)CC1	-28%[57.1 µM]	-6%
CCOc1cc2[nH]c(=S)n(CCCOC)c(=O)c2cc1OCC	-13%	2%
COc1cccc(CC2(CO)CCN(Cc3cnc(-c4cccc(C)c4)nc3)CC2)c1	-7%	?
